Source: PubChem BioAssay (several laboratories)
proCasp7 act: procaspase-7 activators, primary screen, counter-screen for procaspase-3 activator project, biochemical, absorbance, HTS, human; Caspase-7 (Homo sapiens), P55210; recombinant procaspase-7, Ac-DEVD-pNA absorbance 405 nm; D23A/D198A/D206A triple mutant, cannot self-cleave; scale: DMSO 0, 5 µM enzyme 100; activation, % at 8.5 µM; 330,000 compounds, 0.093% hits; AID 463210, 2010;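 active = percent activation above the screen-wide mean plus 3 SD, cut at about 25% in these data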
Target sequence (P55210 whole entry D23A/D198A/D206A): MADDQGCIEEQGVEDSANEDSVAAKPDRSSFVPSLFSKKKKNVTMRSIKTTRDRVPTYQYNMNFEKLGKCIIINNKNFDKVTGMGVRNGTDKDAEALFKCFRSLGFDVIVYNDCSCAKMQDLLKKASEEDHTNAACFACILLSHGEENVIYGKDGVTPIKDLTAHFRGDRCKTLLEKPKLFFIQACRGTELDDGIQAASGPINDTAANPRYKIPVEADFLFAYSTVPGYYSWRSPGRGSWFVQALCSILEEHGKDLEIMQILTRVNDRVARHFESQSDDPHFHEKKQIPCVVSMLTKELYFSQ
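Material: Procaspase-7 triple mutant (PC-7 D3A) | Quantity: 2 µM procaspase-7 mutant as dispensed | Reagent: DEVD-pNA substrate | Times: 1 h preincubation, 2 h reaction | Technique: 405 nm absorbance of p-nitroaniline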
PP1 inh: PP1-alpha phosphatase inhibitors, primary screen, counter-screen for PP5 inhibitor project, biochemical, fluorescence, OMFP substrate, single point | inhibition, % at 6.7 µM | purified PP1alpha | Serine/threonine-protein phosphatase PP1-alpha catalytic subunit (Homo sapiens), P62136 | 320,000 compounds, 0.9% hits | AID 2235, 2010;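 active = inhibition above the mean inhibition of all tested compounds plus 3 SD, computed separately for each screening campaign, cut at about 15% in these data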
Target sequence (P62136 whole entry, looked up): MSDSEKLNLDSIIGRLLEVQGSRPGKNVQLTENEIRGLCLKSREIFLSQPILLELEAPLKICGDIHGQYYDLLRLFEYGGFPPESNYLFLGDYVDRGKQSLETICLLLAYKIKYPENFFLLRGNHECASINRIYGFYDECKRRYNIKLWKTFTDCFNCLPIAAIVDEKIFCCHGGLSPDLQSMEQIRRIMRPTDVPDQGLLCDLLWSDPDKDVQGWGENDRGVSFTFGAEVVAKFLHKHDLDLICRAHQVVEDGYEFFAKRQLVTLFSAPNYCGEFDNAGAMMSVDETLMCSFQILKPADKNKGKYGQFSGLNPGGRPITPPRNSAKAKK
JMJD2C inh: inhibitors of GASC-1 histone demethylase, primary screen, biochemical, fluorescence, DELFIA europium. Lysine-specific demethylase 4C (Homo sapiens), Q9H3R0. GST-JMJD2C(1-420) H3K9me3 demethylation. inhibition, % at 2.35 µM. 330,000 compounds, 0.069% hits. AID 2099, 2009;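 active = more than half of a compound's replicate wells show inhibition beyond 50%, single wells judged on their own value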;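 note: signal counts dimethyl H3K9 product captured on neutravidin plate; 0% = median of DMSO wells and 100% = 0.3 times that DMSO median; strong numbers were not always called active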
Target sequence (Q9H3R0 1-420 limits assumed): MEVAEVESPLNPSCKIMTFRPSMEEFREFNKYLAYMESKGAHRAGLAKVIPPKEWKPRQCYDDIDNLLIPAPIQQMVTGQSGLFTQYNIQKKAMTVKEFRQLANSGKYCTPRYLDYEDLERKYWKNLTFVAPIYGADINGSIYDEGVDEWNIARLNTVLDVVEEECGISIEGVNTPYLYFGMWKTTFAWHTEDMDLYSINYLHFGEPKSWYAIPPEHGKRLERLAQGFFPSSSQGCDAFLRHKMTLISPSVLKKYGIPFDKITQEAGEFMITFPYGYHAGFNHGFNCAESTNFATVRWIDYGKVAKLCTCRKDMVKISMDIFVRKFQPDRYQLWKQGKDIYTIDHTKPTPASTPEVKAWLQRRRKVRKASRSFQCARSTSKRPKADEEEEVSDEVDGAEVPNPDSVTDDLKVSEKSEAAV
VLA-4 inh: inhibition in human VLA-4 binding assay, primary screen, VLA-4 allosteric modulator project, MLPCN library, flow cytometry, VLA-4 expressing cells; Integrin alpha-4 (Homo sapiens), P13612; ligand binding flow cytometry; inhibition, % (about 7 µM as worked out from the volumes in the protocol); 330,000 compounds, 0.2% hits; AID 2557, 2010; in the data active = inhibition above about 50%
PP5 primary: PP5 phosphatase inhibitors, primary screen, biochemical, fluorescence | AID 1987, 2009 | purified PP5c, OMFP substrate fluorescence | Serine/threonine-protein phosphatase 5 (Homo sapiens), P53041 | inhibition, % at 6.7 µM | 320,000 compounds, 0.18% hits;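 active = inhibition above the campaign's mean inhibition across all tested compounds plus 3 SD, cut at about 9.5% in these data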;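 note: 0% = DMSO only and 100% = 100 µM cantharidin control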
HCV core dimer: inhibitors of HCV core protein dimerization, primary screen, biochemical, TR-FRET, high-throughput; TR-FRET GST/Flag-core106 dimerization, 1536-well; AID 1899, 2009; 300,000 compounds, 0.33% hits; inhibition, % at 5 µM;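 active = inhibition above the mean of all tested compounds plus 3 SD, set per screening campaign, cut at about 45% in these data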
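Material: GST/Flag-tagged HCV core106 proteins. Incubation: 4 h, 22.5 °C incubation. Read-out basis: inhibition (%) from 671 over 617 nm ratio. Measured by: TR-FRET, excitation 340 nm, emission 617 and 671 nm.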
GRK2 aptamer HTS: compounds blocking aptamer binding on GRK2 – biochemical, human GRK2, bead flow cytometry, HTS, primary screen; inhibition of aptamer binding, % at 10 µM; Beta-adrenergic receptor kinase 1 (Homo sapiens), P25098; 330,000 compounds, 0.59% hits; FAM-aptamer displacement from GRK2;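 active = inhibition of aptamer binding above 40%, roughly 3 SD of noise, on plates passing a quality check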;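 note: median bead fluorescence of bound FAM aptamer so fluorescent compounds give negative values; no value below 0 was filed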
proCasp3 act: activators of human procaspase-3 D3A mutant, primary screen, biochemical, absorbance, PC-3 D3A mutant, single concentration; Caspase-3 (Homo sapiens), P42574; 330,000 compounds, 0.11% hits; activation, % at 8.5 µM; recombinant procaspase-3 D3A, Ac-DEVD-pNA absorbance 405 nm; AID 463141, 2010;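 active = activation above the mean of all tested compounds plus 3 SD, cut at about 21% in these data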;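 note: 0% = DMSO alone and 100% = DMSO wells spiked with extra 5 µM PC-3 D3A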
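material = Procaspase-3 D3A mutant | probe or stimulus = Ac-DEVD-pNA | compound = single dose, 8.5 µM nominal compound, 0.8% DMSO | timing = 1 h preincubation, 2 h reaction | measured by = 405 nm absorbance of p-nitroaniline, reads at 0 and 120 min | benchmarks = DMSO-only low control, 5 µM PC-3 D3A high control | repeats = singlicate, each compound tested once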
CTSL1 counter: Fasciola hepatica cathepsin L1 inhibitors, primary screen, counter-screen for PFM18AAP inhibitor project, biochemical, QFRET, fluorogenic peptide substrate; recombinant F. hepatica cathepsin L1, Z-Leu-Arg-MCA fluorescence; inhibition, % at 5.96 µM; 300,000 compounds, 0.49% hits; AID 1906, 2009;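 active = inhibition above the mean of all tested compounds plus 3 SD, set per screening campaign, cut at about 17% in these data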;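 note: 0% = plate median of test compound wells and 100% = 1 µM Z-Phe-Ala-diazomethylketone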
The depositor's hits bear a star; nt = no result given; & = joins results of further samples.

SMILES	proCasp7 act	PP5 primary	CTSL1 counter	PP1 inh	JMJD2C inh	GRK2 aptamer HTS	VLA-4 inh	HCV core dimer	proCasp3 act
CCN(CC)C(=O)Cn1cc(C(=O)C(=O)N2CCN(Cc3ccc4c(c3)OCO4)CC2)c2ccccc21	0	1.0	6	-4	3	0	0	-3	3
COc1ccc(/C=N/NC(=O)c2cccc(S(=O)(=O)N3CCCC3)c2)cc1O	10	2.8	nt	-1	-8	3	8	nt	9
CC(C#N)(NC(=O)COC(=O)c1ccccc1NCCO)C1CC1 (configuration not stated)	-6	0.9	-19	-3	0	7	-1	0	2
CCN1CCN(c2ccc(S(=O)(=O)N3CCOCC3)cc2NC(=O)/C=C/c2ccc(OC)c(OC)c2)CC1	8	0.4	-4	-4	-3	0	-1	-2	-3
NC(=O)c1ccc(N=Nc2c(O)c3ccccc3[nH]c2=O)cc1	0	0.9	3	0	-2	3	-4	-13	9
Cc1c(NC(C)C)c(=O)n(-c2ccccc2)n1C	9	-0.5	-2	-6	nt	2	41	0	-2
CCS(=O)(=O)C(=C1NCCO1)S(=O)(=O)CC	2	1.4	-1	-1	4	2	20	1	5
CS(=O)(=O)c1ccccc1-c1nnc(NC(=O)c2ccco2)o1	7	0.0	6	-3	-10	1	-6	0	3
N#Cc1ccc(OCC(O)CS(=O)(=O)c2ccc(F)cc2)cc1 (configuration not stated)	5	-2.3	-1	-3	9	0	12	3	8
O=C(NCCc1ccccc1)c1noc2c1CCCCC2	16	3.0	1	1	-7	0	2	-1	0
NNC(=O)c1ccccc1-n1cccc1	4	5.0	-2	-6	-4	5	-95	-12	7
COc1ccc(OC)c(S(=O)(=O)N2CCN(CC(O)COc3ccc(C#N)cc3)CC2)c1 (configuration not stated)	-6	0.6	1	1	11	0	-5	11	-5
COc1ccc(OC)c(NC(=O)c2cc3ccccc3o2)c1	-22	-4.2	2	3	6	0	1	6	-5
CC(C)c1ccc2c(c1)c(SC(C)(C)C)c(CC(C)(C)C(=O)O)n2Cc1ccc(Cl)cc1	5&-11	4.4&3.5	5&6	-2&-2	11&30	4&7	-5&-5	13&9	9&-5
O=C1c2ccccc2C(=O)N1CC(O)CN1CCOCC1 (configuration not stated)	2	3.7	-1	-2	16	0	6	2	10
CC(=O)c1cccc(Nc2nc(-c3cccc([N+](=O)[O-])c3)cs2)c1	7	1.3	-6	16*	0	0	17	21	9
FC(F)(F)c1nc(NCC2CCCO2)c2nnn(Cc3ccccc3Cl)c2n1 (configuration not stated)	6	5.6	2	-1	-3	0	21	-1	-2
Cc1ccc(S(=O)(=O)N/N=C/c2ccc(OCC(=O)NC(C)C)cc2)cc1	9	-0.1	-2	-1	0	1	-4	0	0
Cc1ccc(Cl)c(NC(=S)N(CCCN2CCOCC2)Cc2ccco2)c1	-8	1.7	3	1	13	4	-13	1	8
COC(=O)c1nc(-c2ccccc2)nc(-c2ccccc2)c1C(=O)OC	-1	1.3	-2	1	-7	3	-6	0	0
O=C(CCNC(=O)c1ccccc1Cl)Nc1ccc(Br)c(C(F)(F)F)c1	9	2.7	4	2	-3	2	4	1	7
Cc1ccc(NC(=O)C2CCCN(S(=O)(=O)c3c(C)noc3C)C2)c(C)c1 (configuration not stated)	21	1.7	-2	-2	-7	2	22	-9	-2
O=C(c1ccccc1)n1c(=S)nc2ccccn21	9	2.1	-2	0	1	0	11	0	-6
COc1ccc(C(=O)Nc2ccc(S(=O)(=O)Nc3cc(C)nc(C)n3)cc2)c(OC)c1	-7	-3.5	12	2	-5	0	-10	-13	-11
CCOc1ccc(S(=O)(=O)NCCC(=O)NC2CCN(Cc3ccccc3)CC2)cc1	9	0.9	0	-4	3	0	-12	0	10
COCCNC(=S)N/N=C(\C)c1ccc(-n2ccnc2)cc1	-3	-1.1	7	-2	10	0	-7	-2	-3
Nc1ccc2nn(-c3ccc(F)cc3)nc2c1	1	0.4	-1	-1	3	0	-2	6	1
COc1cccc(C(=O)N(c2ccc(C)cc2)C2C=CS(=O)(=O)C2)c1 (configuration not stated)	12	2.6	5	2	3	0	4	-3	5
CCOC(=O)N1CCN(CC(O)COCC2=CCC3CC2C3(C)C)CC1 (configuration not stated)	-12	3.5	-2	-3	-1	2	14	-1	3
COCCNC(=O)c1cccc(S(=O)(=O)N2CC3(C)CC2CC(C)(C)C3)c1 (configuration not stated)	2	0.3	-2	-5	-14	1	12	-5	7
COc1ccc(OC)c(N2CC(O)(c3ccccc3)[N+]3=C2SCCC3)c1 (configuration not stated)	3	-0.6	-4	4	12	0	0	1	-1
CC(C)[C@H](NC(=O)[C@H](CCCN=C(N)N)NC(=O)NC(Cc1ccccc1)C(=O)O)C(=O)NC(C=O)CCCN=C(N)N (some centres not stated)	1	-0.8	112*	3	30	2	12	7	4
COc1cccc(OC)c1C(=O)NC(=S)Nc1cccc(NC(=O)c2ccco2)c1	0	3.7	-1	-2	7	2	6	3	-3
COc1ccc(CCNC(=O)CCN2C(=O)[C@@H]3Cc4ccccc4CN3C2=O)cc1	0	1.5	0	-2	12	4	-10	-11	3
Cc1c(C=O)c2ccccn2c1C(=O)c1cccc([N+](=O)[O-])c1	4	-0.9	-2	1	-10	0	15	-1	9
CN(C)S(=O)(=O)c1ccc(NC(=O)CN2CCc3ccccc32)cc1	-5	0.8	-5	-5	-15	0	0	10	4
COc1ccc2cc(C3(C)NC(=O)N(CC(=O)NCC(F)(F)F)C3=O)ccc2c1 (configuration not stated)	-18	1.3	-2	1	-12	2	-3	-5	1
CCOc1ccc(S(=O)(=O)N2CCCCC2)cc1NC(=O)CC1OC(=O)c2ccccc21 (configuration not stated)	-4	3.2	0	0	-10	3	-15	5	-4
Cc1ccc(C)c(CSc2nnc(CCN)o2)c1	8	-0.6	-3	1	-3	0	-2	-6	-1
O=C(Nc1nccs1)c1ccc(COc2ccc(Cl)cc2)o1	-4	5.3	5	-4	4	4	-6	1	1
Cc1c(NC(=O)CN2CCN(C(c3ccccc3)c3ccccc3)CC2)c(=O)n(-c2ccccc2)n1C	7	-0.1	0	0	-1&-41	nt	7	1	-1
CC(=O)Oc1ccc(N(C(C)=O)S(=O)(=O)c2cc([N+](=O)[O-])ccc2C)cc1	-10	-0.6	-20	1	-1	1	-9	9	-3
O=C(NCc1nc(-c2ccc(Cl)cc2)no1)c1ccco1	-2	1.9	0	0	-2	1	10	-4	3
CCOC(=O)c1cnc(SC)nc1Oc1cccc(NC(=O)c2cccc(Cl)c2Cl)c1	0	-0.6	0	-2	2	0	-9	1	-1
CCN(CC)S(=O)(=O)c1cccc(NC(=O)COC(=O)c2cc(C)oc2C)c1	5	1.6	-16	-2	-8	5	1	4	5
O=C(CN1C(=O)C2C3C=CC(C3)C2C1=O)OCC(=O)c1ccccc1 (configuration not stated)	0	1.7	-1	-2	4	1	3	-10	3
Cc1cc(C)cc(NC(=O)Cn2cnc3c(nnn3Cc3ccc(F)cc3)c2=O)c1	-5	1.7	3	9	2	8	-4	4	6
COc1ccccc1NC(=O)N1CCc2[nH]c3ccc(F)cc3c2C1	14	0.8	-1	6	7	0	0	-6	-6
CN(CC(=O)NCc1ccc(Cl)cc1)S(=O)(=O)c1cccc2nsnc12	4	-1.0	2	-1	5	0	-1	0	-7
CC(C)(C)OC(=O)NCCCCCNC(=O)c1[nH]cnc1C(=O)Nc1ccon1	-1	-1.4	nt	-3	4	1	-10	nt	8
Cc1cccc(C)c1Nc1nnc(SCC(=O)NCCCN2CCCC2=O)s1	-4	nt	nt	nt	-9	0	1	nt	-2
COc1ccc2sc(-c3ccccc3OC)c(C#CCCO)c2c1	-3	4.5	nt	2	7	4	7	nt	10
NS(=O)(=O)c1ccc(CNC(=O)C2CCCN2C(=O)c2cccs2)cc1 (configuration not stated)	10	nt	nt	nt	13	0	6	nt	3
COc1ccc(S(=O)(=O)NCCC(=O)NCc2ccc(F)cc2)cc1	5	-0.8	-6	0	5	1	12	-4	10
CCOC(=O)NC(Nc1cc(C)on1)(C(F)(F)F)C(F)(F)F	-3	1.8	0	-2	nt	0	7	-5	4
CC(=O)Nc1ccc(C(=O)OCC(=O)Nc2c(F)cccc2F)cc1	2	-0.3	-6	-4	-12	2	3	-3	-2
O=C(CCC1CCCN(C(=O)c2cncs2)C1)NCc1ccc(F)c(F)c1 (configuration not stated)	-6	-2.2	5	-3	2	1	8	2	-11
Cc1c(N/C(=N/S(=O)(=O)c2cc([N+](=O)[O-])ccc2Cl)c2ccccc2)c(=O)n(-c2ccccc2)n1C	7	-2.0	-5	-7	2	1	3	4	6
O=C(CN1C(=O)CSc2ccc(S(=O)(=O)N3CCOCC3)cc21)NCCCN1CCCCC1	9	-2.8	-2	-2	12	0	12	12	1
O=C(O)COc1c(Cl)cc(/C=C2/NC(=O)NC2=O)cc1Br	1	0.3	-1	-5	4	2	-10	0	1

The list continues:
SMILES	proCasp7 act	PP5 primary	CTSL1 counter	PP1 inh	JMJD2C inh	GRK2 aptamer HTS	VLA-4 inh	HCV core dimer	proCasp3 act
O=C(Nc1ccccc1)OC1CCS(=O)(=O)C1 (configuration not stated)	3	2.4	-1	-4	3	0	13	-6	1
N#C/C(=C\c1ccc(OCC(N)=O)cc1)c1ccccc1	24	3.2	1	1	-2	1	10	-11	17
COc1ccccc1N1CCN(C(=O)c2cc(-c3ccc(F)cc3)on2)CC1	-3	-0.9	-3	-1	-418	4	0	13	5
CC1CCC(NS(=O)(=O)c2cccc3nsnc23)CC1 (configuration not stated)	-10	2.0	-3	-5	5	0	-9	0	6
COc1cc(/C=C/C(=O)OCC(=O)Nc2cccc(Oc3ccccc3)c2)ccc1O	7	3.3	2	5	0	2	8	9	-2
